DAX1 inh-1: DAX1 (NR0B1) inhibitors, primary screen, cell-based, HEK293, Gal4-DAX1, luciferase luminescence; HEK293 Gal4-DAX1 luciferase reporter; actives 0.99% (n = 340,000); inhibition, % at 6.75 µM; Nuclear receptor subfamily 0 group B member 1 (Homo sapiens), P51843; AID 504766, 2011;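 active means inhibition above the mean over all tested compounds plus 3 SD, cut at about 4.2% in these data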;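 further: 0% = DAX1-transfected cells with DMSO and 100% = empty-vector control cells with DMSO; inhibition shows as a rise in luminescence from relieved DAX1 repression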
GC-B act: human GC-B receptor activators, primary screen, HEK293 GC-B cells, cGMP TR-FRET, EC30 CNP; Atrial natriuretic peptide receptor 2 (Homo sapiens), P20594; 0% at EC30 CNP, 100% saturating CNP; activation, % at 10 µM; actives 0.11% (n = 370,000); AID 1920062, 2024;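 active means activation at 10 µM reaching about 35% in either raw or pattern-adjusted values, limit read from the data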
ssDAF-12 act: S. stercoralis DAF-12 nuclear receptor activators, primary screen, cell-based, luminescence, HEK293, GRIP1 co-expression, lit1-tk-luc; Nuclear hormone receptor DAF-12 (Strongyloides stercoralis); HEK293 ssDAF-12/GRIP1 lit1-tk-luc reporter; % of 3 µM dafachronic acid response; activation, % at 6.8 µM; actives 1% (n = 370,000); AID 652126, 2013;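 active means activation above the mean over all tested compounds plus 3 SD, cut at about 0.9% in these data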;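 further: 0% = DMSO-only wells and 100% = 3 µM delta7-dafachronic acid wells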
sPLA2-III inh: human group III sPLA2 inhibitors, primary screen, biochemical, QFRET, BODIPY PC-A2 liposome substrate; Group 3 secretory phospholipase A2 (Homo sapiens), Q9NZ20; QFRET BODIPY PC-A2 liposome hydrolysis, fluorescence; inhibition, % at 12.2 µM; actives 0.56% (n = 370,000); AID 743126, 2013;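 active means inhibition above mean plus 3 SD of compounds lying within the high and low control bounds, cut at about 19% in these data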;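 further: 0% = median of test compound wells and 100% = no enzyme DMSO wells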
DAX1 inh-2: DAX1 (NR0B1) inhibitors on StAR promoter, primary screen, cell-based, luminescence, SF-1 (NR5A1), full-length DAX-1; AID 652010, 2013; inhibition, % at 6.8 µM; HEK293T StAR-luciferase reporter, SF-1/DAX-1 repression relief; actives 1.1% (n = 370,000);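 active means inhibition above the mean over all tested compounds plus 3 SD, cut at about 3.6% in these data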;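 further: 0% = DAX-1 cells with DMSO and 100% = cells lacking DAX-1 with DMSO; higher inhibition means more luminescence from relief of DAX-1 repression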
FXN GAA850 act: FXN promoter activators, primary screen, cell-based, luciferase luminescence, HEK293 lucGAA850. HEK293 lucGAA850 FXN promoter luciferase reporter, 24 h; percent of 10 µM SAHA response. activation, % at 6 µM. actives 0.56% (n = 360,000). AID 540364, 2011;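 active means activation above the average of all compounds screened plus 3 SD, cutoff fixed separately per campaign, cut at about 7.5% in these data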;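 further: 0% = DMSO wells and 100% = 10 µM SAHA wells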
hcDAF12 agonist: H. contortus DAF-12 nuclear receptor activators, primary screen, cell-based, luminescence, HEK293, lit1-tk-luc reporter; HEK293 hcDAF-12 lit1-tk-luc reporter; 0% DMSO, 100% Δ7-dafachronic acid; activation, % at 6.8 µM; actives 1.4% (n = 370,000); AID 652067, 2013;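 active means activation above the mean of all tested compounds plus 3 SD, cut at about 5.5% in these data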;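 further: 100% = response to 3 µM Δ7-dafachronic acid high control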
NPR1 activator: GC-A stimulated cGMP production enhancers – HEK293 GC-A cells, cGMP TR-FRET, EC30 ANP, primary screen | Atrial natriuretic peptide receptor 1 (Homo sapiens), P16066 | 0% at EC30 ANP, 100% saturating ANP | activation, % at 10 µM | actives 0.14% (n = 370,000) | AID 1671463, 2021; in the data active means activation above about 40%
Target sequence (P16066 whole entry, looked up): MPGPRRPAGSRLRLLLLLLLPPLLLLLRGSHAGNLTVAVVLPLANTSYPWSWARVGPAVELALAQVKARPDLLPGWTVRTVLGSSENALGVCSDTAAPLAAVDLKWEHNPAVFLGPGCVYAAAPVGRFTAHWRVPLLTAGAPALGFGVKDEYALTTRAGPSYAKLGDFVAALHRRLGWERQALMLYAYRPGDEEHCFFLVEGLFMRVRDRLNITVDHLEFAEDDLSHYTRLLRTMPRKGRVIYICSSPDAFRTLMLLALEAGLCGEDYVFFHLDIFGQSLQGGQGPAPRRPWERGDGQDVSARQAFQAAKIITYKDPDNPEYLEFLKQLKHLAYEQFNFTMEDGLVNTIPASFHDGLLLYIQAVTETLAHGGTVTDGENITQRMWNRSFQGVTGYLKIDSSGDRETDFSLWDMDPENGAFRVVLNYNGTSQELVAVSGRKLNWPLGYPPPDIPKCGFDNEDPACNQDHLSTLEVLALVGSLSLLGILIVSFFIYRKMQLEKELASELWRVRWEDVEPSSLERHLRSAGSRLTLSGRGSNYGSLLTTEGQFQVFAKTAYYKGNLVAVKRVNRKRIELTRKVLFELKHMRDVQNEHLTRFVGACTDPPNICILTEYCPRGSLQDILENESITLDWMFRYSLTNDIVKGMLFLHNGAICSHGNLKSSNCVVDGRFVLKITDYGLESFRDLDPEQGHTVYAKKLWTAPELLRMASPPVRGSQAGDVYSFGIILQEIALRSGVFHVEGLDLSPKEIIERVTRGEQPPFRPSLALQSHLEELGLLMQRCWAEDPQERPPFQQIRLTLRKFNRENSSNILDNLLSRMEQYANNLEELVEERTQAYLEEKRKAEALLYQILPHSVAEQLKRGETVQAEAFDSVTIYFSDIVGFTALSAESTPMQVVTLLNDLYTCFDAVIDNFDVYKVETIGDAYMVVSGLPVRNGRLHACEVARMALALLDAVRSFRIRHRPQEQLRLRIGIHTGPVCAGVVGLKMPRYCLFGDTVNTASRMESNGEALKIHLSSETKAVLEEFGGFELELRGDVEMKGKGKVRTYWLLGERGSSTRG
hgDAF12 agonist: H. glycines DAF-12 receptor agonists, primary screen, cell-based, luminescence, HEK293, GAL4 fusion, UAS-luciferase | Nuclear hormone receptor DAF-12 (Heterodera glycines), GAL4 fusion | HEK293 GAL4-hgDAF12 UAS-luciferase reporter, agonist luminescence; normalized to butyrate control | activation, % at 6.8 µM | actives 1.8% (n = 370,000) | AID 687014, 2013;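 active means activation above a cutoff set at the mean of all screened compounds plus 3 SD, cut at about 10% in these data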;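 further: 0% = DMSO wells and 100% = sodium butyrate wells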
ADAM10 inh: human ADAM10 inhibitors, primary screen, biochemical, QFRET, HTS; Disintegrin and metalloproteinase domain-containing protein 10 (Homo sapiens), O14672; recombinant ADAM10, EDANS/DABCYL FRET peptide cleavage, 3 h; inhibition, % at 7 µM; actives 0.62% (n = 370,000);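 active means inhibition above a per-campaign cutoff equal to the mean of compounds falling between control-based bounds plus 3 SD, cut at about 20% in these data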;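 further: 0% = DMSO wells while the 100% control is not disclosed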
SMARCA2 act: SMARCA2 (BRM) function activators, primary screen, cell-based, luminescence, high throughput; MG213 cells, MMTV-luciferase reporter, dexamethasone, overnight; activation, % at 9.1 µM; actives 1% (n = 370,000); AID 652017, 2013; in the data active means activation above about 7.8%;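 further: 0% = vehicle wells and 100% = reference activator wells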
Active calls of the source: *; i = inactive; . = not tested or not shown.

SMILES	DAX1 inh-1	GC-B act	ssDAF-12 act	sPLA2-III inh	DAX1 inh-2	FXN GAA850 act	hcDAF12 agonist	NPR1 activator	hgDAF12 agonist	ADAM10 inh	SMARCA2 act
Cc1noc(C)c1COc1ccccc1C(=O)N1CCN(c2cccc(C(F)(F)F)c2)CC1	-1.5	-2	-0.9	-11	-3.3	-5.5	-2.5	-3	1.5	1	1
COc1ccc(N=C(c2ccccc2)c2c(C)[nH]n(-c3ccccc3)c2=O)c(OC)c1	-0.4	-6	-1.8	1	-0.9	0.3	-3.6	-1	0.9	13	-4
COc1ccc(NC(=O)C(CCSC)NC(N)=O)cc1NS(=O)(=O)c1ccc(F)cc1 (centres undefined)	-1.5	3	-1.2	4	0.0	0.6	-1.1	3	1.4	-4	-2
O=C(CN1C(=O)c2cccnc2Oc2ccc(Cl)cc21)Nc1ccccc1F	0.4	-5	-1.0	-5	-0.2	1.3	-0.1	-6	1.2	-6	5
Cc1cc(=O)[nH]c(SCCOc2ccc(OC(C)C)cc2)n1	-1.1	1	-0.7	-7	1.4	0.9	0.0	-3	2.6	2	3
CC(C)Cc1cc(C(=O)Nc2ccccc2)c2ccccc2n1	1.4	-5	-2.1	3	-0.8	-1.7	-1.6	-5	-0.8	11	-2
CCOC(=O)N1CCN(C(=O)C2CCCN(S(=O)(=O)c3ccccc3)C2)CC1 (centres undefined)	-0.2	3	-1.4	-1	0.2	4.1	-0.5	3	0.5	1	-1
CC1(C(=O)Nc2cccc(C(F)(F)F)c2)Cc2c(-c3ccc4c(c3)OCO4)ccnc2O1 (centres undefined)	.	-7	-0.8	-11	0.6	-1.1	-1.1	-1	-2.3	6	-2
CC(=O)Nc1ccc(S(=O)(=O)n2nc(-c3ccc(C)cc3)nc2N)cc1	0.3	-1	-1.4	-26	-1.3	0.3	-3.3	10	-3.2	11	-3
N#CCNC(=O)C1c2ccccc2Oc2ccccc21	0.9	7	-1.4	0	-0.2	0.8	-1.3	2	0.2	5	-2

Pulled by structure from the entries so far, two records:
SMILES	DAX1 inh-1	GC-B act	ssDAF-12 act	sPLA2-III inh	DAX1 inh-2	FXN GAA850 act	hcDAF12 agonist	NPR1 activator	hgDAF12 agonist	ADAM10 inh	SMARCA2 act
COc1ccc(N=C(c2ccccc2)c2c(C)[nH]n(-c3ccccc3)c2=O)c(OC)c1	-0.4	-6	-1.8	1	-0.9	0.3	-3.6	-1	0.9	13	-4
CC(C)Cc1cc(C(=O)Nc2ccccc2)c2ccccc2n1	1.4	-5	-2.1	3	-0.8	-1.7	-1.6	-5	-0.8	11	-2

Additional structures follow:
SMILES	DAX1 inh-1	GC-B act	ssDAF-12 act	sPLA2-III inh	DAX1 inh-2	FXN GAA850 act	hcDAF12 agonist	NPR1 activator	hgDAF12 agonist	ADAM10 inh	SMARCA2 act
CSc1nnc(C)c(=O)n1COC(=O)c1ccc(S(=O)(=O)N2CCOCC2)cc1	1.3	2	-1.2	-3	0.5	1.1	-0.4	-1	1.4	5	1
Cc1ccccc1CS(=O)(=O)c1snnc1C	-1.2	2	-0.6	-2	-1.2	-0.1	-0.6	3	-4.0	1	2
Cc1c(NC(=O)c2nn3c(C(F)(F)F)cc(-c4ccccc4)nc3c2Cl)c(=O)n(-c2ccccc2)n1C	-1.3	8	-1.2	8	-0.1	1.4	6.8*	4	2.5	3	-3
C#CCOCCOCCOCCNc1nc(N2CCN(C(=O)[C@H](CCCN=C(N)N)n3cc(C(N)[C@@H](C)CC)nn3)CC2)nc(N2CCN(C(=O)[C@H](CCC(=O)O)n3cc([C@@H](N)CCCCN)nn3)CC2)n1 (some centres undefined)	0.3	6	-1.1	5	0.0	1.3	1.7	3	-0.3	2	2
CC(C)C(NC(=O)C(NC(=O)C1O[C@@H]2OC(C)(C)O[C@@H]2[C@H]2OC(C)(C)O[C@@H]12)C(C)C)C(=O)O (some centres undefined)	-1.1	8	-1.6	6	0.5	1.6	0.6	5	1.1	6	1
COc1ccc(CNC(=O)CN2CCN(c3ccccc3O)CC2)cc1OC	1.1	0	-0.9	0	0.2	2.6	-0.6	5	0.3	-1	-1
CCOC(=O)C1CCN(c2c(NCCN3CCCCC3C)c(=O)c2=O)CC1 (centres undefined)	1.1	-2	-0.4	-2	0.4	0.3	-0.6	3	1.0	-8	2
Cc1ccccc1C(=O)O/N=C(\N)c1ccc([N+](=O)[O-])cc1	-0.7	-2	-0.7	2	0.6	-0.3	0.4	1	7.0	5	0
O=c1c2c3c(sc2nc2n1CCC2)CCC3	1.2	4	-1.5	-8	0.4	-0.3	0.2	-1	0.7	-10	0
O=S(=O)(Nc1ccccn1)c1ccc(Cl)c2ccccc12	1.6	1	-0.8	-19	-0.1	1.8	-1.3	4	0.0	-7	1
O=C(O)CCCNS(=O)(=O)c1ccccc1	1.5	3	-0.4	0	1.3	2.5	-0.7	0	-2.6	-7	-9
Cc1csc(N(C(=O)c2ccccc2F)c2ccccc2)n1	-1.1	-1	-0.9	-3	-0.2	2.4	-1.7	-2	-2.7	2	-3
O=C(COC(=O)CSc1ccc2ccccc2c1)NCc1ccc2c(c1)OCO2	0.4	-3	-1.0	-11	-0.5	1.7	-2.0	-2	3.0	9	-1
CN(C)c1nc(N/N=C/c2ccccc2O)nc(Nc2ccc(F)cc2)n1	-1.2	-2	-1.3	-6	-0.2	1.1	-0.8	0	1.3	4	-3
COc1cc2c3c(c1)/C(=C1/SC(=S)NC1=O)C(=O)N3C(C)(C)C=C2C	-0.4	-6	-0.8	-1	0.2	-0.9	-3.0	2	-3.2	6	4
CC(=O)OCCc1c2ccccc2c(CCCN(C)C)c2ccccc12	-0.6	1	-1.3	-7	0.8	-0.6	0.2	-1	1.4	i	0
CCOC(=O)N1CCN(Cc2nc3cc(NC(=O)CC)ccc3n2CC)CC1	0.5	4	-0.6	11	-0.2	-0.5	-1.5	2	3.6	-2	-2
CCOC(=O)c1c(C=O)c(C)n(Cc2ccccc2)c1C	0.2	10	-1.2	-2	0.4	1.0	-2.0	10	-2.6	5	1
N#C/C(=C/c1ccc(N2CCCC2)c([N+](=O)[O-])c1)c1nc2ccccc2[nH]1	0.4	10	-1.1	0	-0.7	-5.9	-0.8	8	3.6	-23	-2
O=C(CC(=O)NN=C1CCCCCC1)NCc1cccnc1	-0.4	3	-0.4	6	0.0	1.4	-0.8	6	-0.7	11	-4
COc1ccc(CN(CC(=O)NC2CCCC2)C(=O)CCC(=O)Nc2cc(C)on2)cc1	0.0	5	-1.2	0	0.8	1.4	-1.3	-1	3.0	3	-4
O=C(CSc1ccc(-c2ccco2)nn1)NCc1ccc(Cl)cc1	0.8	4	-0.9	-8	-0.4	0.7	-0.8	0	-2.6	-2	0
COc1cc(-c2ccc(NC(C)=O)c(OC)c2)ccc1NC(C)=O	1.5	-3	-0.6	0	-0.6	1.0	-0.4	2	-0.2	-10	-2
CS(=O)(=O)c1ccc(NC(=O)CCCc2nc3ccccc3c(=O)[nH]2)cc1	1.1	0	-1.2	11	0.4	2.0	-0.2	3	4.8	-7	-3
Cc1ccc(NC(=S)NC2CCN(Cc3ccccc3)CC2)cc1C	-0.1	0	-1.5	-3	-0.2	-1.3	-1.2	5	0.2	5	-2
O=C(CCc1ccc(F)c(F)c1)NC1CCCN(Cc2ccc(Cl)cc2)C1 (centres undefined)	-0.2	-1	-0.5	2	0.5	-0.1	-1.7	-3	0.4	-2	-1
CC(CN1CCCCC1)OC(=O)COc1ccc(Cl)cc1 (centres undefined)	0.9	2	-0.2	8	-0.3	1.1	-0.8	-2	0.4	7	-5
CC(NC(=O)c1ccc2ccccc2n1)c1ccc(S(N)(=O)=O)cc1 (centres undefined)	1.8	1	0.2	-11	0.4	1.6	4.1	-2	4.7	-2	6
CCOC(=O)c1sc(NC(=O)CSc2nc(-c3ccco3)cc(C(F)(F)F)n2)c(C(=O)OCC)c1C	3.4	-1	-1.5	0	-0.2	-1.6	-0.8	4	-0.6	6	5
COc1cccc(NC(=S)N2CCN(S(=O)(=O)c3ccc(F)cc3)CC2)c1	0.5	-4	0.2	13	0.3	-0.3	-0.5	2	1.3	6	-1
O=C(NCCCO)/C(=C\c1ccco1)NC(=O)c1ccco1	3.7	7	-0.8	3	0.8	0.1	-0.3	2	0.6	-12	-2
Cc1cccc(NC(=O)CCC(=O)N/N=C/c2cc([N+](=O)[O-])ccc2O)c1	-1.2	-1	-1.4	-10	-0.2	0.4	0.0	-3	-1.5	-7	1
Cc1nnc(NC(=O)C2CCCO2)s1 (centres undefined)	1.4	-2	-0.4	-3	0.2	-2.0	-2.2	3	-0.5	-8	-3
O=C(CSCc1ccc(Br)cc1)NCc1ccccn1	-0.1	-4	-1.4	1	-0.1	-0.5	-0.9	-1	1.0	-10	0
COc1ccc(S(=O)(=O)Cc2ccc(C(=O)NCCCN3CCc4ccccc4C3)o2)cc1	2.1	-2	3.5*	4	0.5	0.5	5.8*	2	2.6	-36	-1
C#CCNC(=O)C[C@H]1C[C@@]2(C(=O)OC)C(=C[C@H](C3CCCC3)O[C@@H]2C)N(CCC2=CCCCC2)C1=O	.	-3	-1.4	-5	0.6	.	-1.5	0	0.6	4	-3
CCCN(CC(=O)Nc1ccccc1C)C(=O)c1ccc(-c2ccccc2)cc1	-0.7	-2	-1.3	-12	1.1	1.6	1.0	0	-1.9	6	-2
COc1ccccc1C(=O)N1CCN(Cc2nc3cc([N+](=O)[O-])ccc3n2C)CC1	0.0	-1	-1.2	-1	0.7	1.2	-1.2	-3	0.9	-2	0
Cc1nn(Cc2noc(C(=O)NCCCn3ccnc3)n2)c(C)c1Br	0.5	-7	-1.0	1	0.3	-1.3	3.1	1	-0.4	0	-4
COc1ccc(Cc2nnc(Cl)c3ccccc23)cc1OC	0.6	13	0.7	0	0.0	5.5	-0.7	-4	1.6	-4	-4
Cn1cc(Cl)c(-c2n[nH]c(=S)n2-c2ccccc2)n1	0.2	11	-0.8	4	0.0	1.0	-0.5	11	0.2	12	3
O=C(O)CC/C(=N\Nc1ccc([N+](=O)[O-])cc1)c1ccccc1	-1.0	-5	-2.0	9	-0.2	0.5	-2.0	-1	-4.0	9	-1
O=[N+]([O-])c1cc(-c2csc(NCCc3nc4cc(Cl)c(Cl)cc4n3CCCO)n2)ccc1Cl	1.1	-10	-1.0	-4	0.3	5.5	0.4	-9	-0.4	8	0
